ERAP1 HTS inh = blocks human ERAP1 aminopeptidase activity; AID 652197; inhibition, % at 10.7 µM; actives 0.15% (n = 340,000); Q9NZ08; recombinant ERAP1, Leu-AMC fluorescence, 60 min;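 active means mean replicate inhibition of at least 30%, or all replicates individually reaching that 30% level; inactive means mean below 30% and not every replicate reaching it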;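 further: 0% = neutral control wells and 100% = L-leucinethiol positive control wells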
esBAF inh = SWI/SNF esBAF complex inhibition; mouse ES cells, Bmi1-luciferase knock-in reporter, 24 h; 100% = twice the neutral-well signal; reporter increase, % at 12.5 µM; actives 2% (n = 350,000); AID 602393; in the data active means activation above about 40%; inconclusive means no clear call, values can overlap the other calls;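 further: 0% = median of the plate's neutral control wells and 100% = double that signal; a rise in the Bmi1 reporter signal indicates esBAF inhibition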
RAD52 inh = RAD52 (human) annealing inhibition. recombinant RAD52 DNA annealing, FRET fluorescence. AID 651710. inhibition, % at 18.7 µM. actives 0.46% (n = 360,000). P43351;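 active means every replicate showing at least 50% inhibition; inconclusive means mean inhibition at least 50% but not in every replicate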
Target sequence (P43351 whole entry, looked up): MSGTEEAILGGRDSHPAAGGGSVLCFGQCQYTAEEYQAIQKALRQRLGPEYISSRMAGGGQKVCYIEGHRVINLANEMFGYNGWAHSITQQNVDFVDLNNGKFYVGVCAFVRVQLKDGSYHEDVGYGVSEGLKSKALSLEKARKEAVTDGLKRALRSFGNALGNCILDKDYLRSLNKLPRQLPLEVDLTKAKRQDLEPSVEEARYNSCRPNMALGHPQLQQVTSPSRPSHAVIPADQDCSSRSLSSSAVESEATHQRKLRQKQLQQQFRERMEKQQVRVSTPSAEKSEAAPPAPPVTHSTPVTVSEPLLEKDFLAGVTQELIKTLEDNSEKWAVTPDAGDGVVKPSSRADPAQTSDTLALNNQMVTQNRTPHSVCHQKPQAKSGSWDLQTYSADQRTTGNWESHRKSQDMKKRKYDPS
XiGFP reactiv = activators of X-chromosome reactivation in mouse fibroblasts. XiGFP mouse fibroblasts, % GFP-positive cells imaging, 3 d; cells co-treated with 5-aza-dC sensitizer; scaled so ellipticine positive control = 100%. activation, % at 7.58 µM. actives 0.055% (n = 360,000);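 active means mean normalized replicate activation at least 10% and every replicate at or above 10%; inconclusive means only one of the two criteria met; inactive means mean below 10% and not all replicates reach 10%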;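 further: 0% = median of on-plate neutral control wells and 100% = ellipticine 6 µM median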
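Material: XiGFP fibroblasts, SV40-immortalized; Buffer or medium: DMEM containing 5-aza-dC; Compound dosing: single point; Times: 3 days compound exposure.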
S100A4 MyoIIA = blocks human S100A4 binding to myosin IIA peptide | inhibition, % at 10.7 µM | AID 652163 | S100A4/TAMRA-MyoIIA peptide fluorescence polarization | actives 0.14% (n = 360,000);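 active means mean inhibition of at least 70% across replicates, with every replicate also reaching that level; inconclusive means mean inhibition reaches 70% but some replicates fall short; inactive means mean inhibition below 70%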
Target sequence (P26447 whole entry, looked up): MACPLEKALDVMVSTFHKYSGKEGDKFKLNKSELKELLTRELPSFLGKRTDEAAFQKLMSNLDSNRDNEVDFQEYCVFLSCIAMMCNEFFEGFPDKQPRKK
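Material: S100A4 monomer protein / Buffer or medium: 50 mM HEPES pH 7.2, 10 mM CaCl2, 100 mM KCl / Times: 5 min incubation before reading / Benchmarks: neutral control DMSO, positive control TFP / Reagent: labelled myosin peptide probe, 5 nM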
ERp5 block = inhibitors of human ERp5 | actives 0.05% (n = 350,000) | inhibition, % at 9.99 µM | ERp5 insulin aggregation, absorbance 650 nm, 90 min;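 active means mean replicate inhibition above about 25%, with every replicate also reaching it, limit read from the data, passing the limit was not always enough; inconclusive means only one of those two criteria met; inactive means neither criterion met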
Target sequence (Q15084 whole entry, looked up): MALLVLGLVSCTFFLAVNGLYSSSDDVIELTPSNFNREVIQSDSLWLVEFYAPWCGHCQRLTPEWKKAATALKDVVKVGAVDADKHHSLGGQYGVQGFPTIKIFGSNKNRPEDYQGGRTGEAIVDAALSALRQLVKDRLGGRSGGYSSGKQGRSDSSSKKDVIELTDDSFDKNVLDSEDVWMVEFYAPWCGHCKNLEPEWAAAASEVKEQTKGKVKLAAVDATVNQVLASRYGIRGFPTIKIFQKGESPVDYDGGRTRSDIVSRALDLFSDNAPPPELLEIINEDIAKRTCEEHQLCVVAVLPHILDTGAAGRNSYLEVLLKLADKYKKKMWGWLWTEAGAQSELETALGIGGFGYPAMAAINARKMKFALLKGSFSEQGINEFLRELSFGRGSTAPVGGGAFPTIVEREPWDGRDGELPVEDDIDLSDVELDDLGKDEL
E-selectin induc = induces E-selectin expression in human endothelial cells; HUVEC E-selectin immunofluorescence imaging; normalized: neutral wells 0, TNF-alpha wells 100; activation, % at 7.58 µM; actives 0.37% (n = 260,000);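 active means mean E-selectin-positive cell signal at least 10% of the positive control, reached in at least 60% of replicates, without over 20% cell loss; inconclusive means no rule given, readout overlaps actives, possibly toxicity-flagged; inactive means the rest, including those meeting only one limit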;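 further: in these data hits start at about 27%; measured in HUVEC primary endothelial cells; signal is the percent of cells scored E-selectin positive by PE staining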
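Read-out basis: % PE-positive cells; Test system: HUVEC primary endothelial cells; Technique: immunofluorescence imaging; Dosing: single-point compound dose.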
RAD54 inh = blocks human RAD54 Holliday junction branch migration. Q92698. inhibition, % at 10.4 µM. FAM/BHQ fluorescence. actives 0.14% (n = 360,000);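 active means mean normalized replicate activity at least 40 and at least half of replicates scoring 40 or more; inconclusive means only one of the two criteria met; inactive means mean below 40 and under half of replicates reaching 40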;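 further: 0% = median of neutral control wells and 100% = median of positive control wells; inhibitors cause a drop in the FAM fluorescence signal; in these data hits start at about 50%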
* = called active by the depositor; ? = inconclusive; nt = no result given.

SMILES	ERAP1 HTS inh	esBAF inh	RAD52 inh	XiGFP reactiv	S100A4 MyoIIA	ERp5 block	E-selectin induc	RAD54 inh
O=C(c1cc(-c2ccc(Br)cc2)nc2ccccc12)N1CCC1	-1	-1	-29	-0.1	-4	20	0.8	-5
Cc1cc(C)c2c(-c3ccc(F)cc3)c(C#N)c(=O)n(C)c2n1	2	5	-17	0.0	3	-2	0.1	4
COc1cccc(CNc2nc(NCc3cccs3)nc3ccsc23)c1	1	-6	64*	0.0	0	-3	-0.1	-3
CCOc1c(CNCc2ccc(C(=O)O)cc2)cccc1OC	1	nt	7	0.0	-7	-3	nt	nt
CCCC[C@@H](CN[C@H](C)CNC)NCC1CCC(C(C)(C)C)CC1 (some centres not stated)	7	nt	15	1.3	21	-5	-0.2	nt
COc1ccc(CNC(=S)Nc2ccccc2)cc1Cl	1	3	-10	0.2	4	2	nt	2
CCc1ccc2[nH]c(C(=O)Nc3ccc(Br)c(C)n3)cc2c1	1	44*	-19	0.2	-1	-2	0.7	-6
C[C@H]1CN([C@@H](C)CO)C(=O)c2cccc(NS(=O)(=O)c3cn(C)cn3)c2O[C@@H]1CN(C)Cc1ccc2c(c1)OCO2	1	-7	1	-1.0	-45	0	nt	-6
CCCCNC(=S)Nc1ccc(F)cc1	2	9	-7	0.2	1	-1	1.4	nt
Nc1ccc2nc(-c3cccc(-c4nc5ccc(N)cc5[nH]4)n3)[nH]c2c1	-1	-2	-18	0.1	-4	8	1.1	-4
Cc1ccc(NCc2n[nH]c(=S)n2-c2ccccc2)cc1	2	nt	-16	0.1	-1	3	30*	nt
CN(CC(=O)Nc1ccc(OC(F)(F)F)cc1)C(=O)C1CCC1	5	7	-14	0.0	-4	3	nt	1
O=C(NCc1ccccc1)N1CCOc2ccccc21	0	7	7	0.1	-2	0	25	7
NS(=O)(=O)c1ccc(NC(=O)/C=C/c2ccc(S(=O)(=O)NCc3ccco3)cc2)cc1	3	-8	-11	0.2	-4	0	nt	-1
Cc1ccc(Oc2ccc(NS(=O)(=O)c3cccc(C(=O)O)c3)cc2)cc1	1	-6	-13	0.0	4	3	0.3	3
O=S(=O)(NC1CC2CCC1C2)c1ccc(Br)cc1 (configuration not stated)	1	7	-7	0.0	-7	-4	nt	-7
CC(C)OCCCNC(=O)c1cccc(NC(=O)c2ccccc2)c1	0	-3	-11	-0.1	-2	8	nt	5
COc1ccccc1C(=O)N1C[C@@H]2[C@H](c3ccccc31)[C@H](CO)N2CC1CCOCC1	nt	5	nt	0.2	nt	nt	0.7	-5
COc1ccc(NC(=O)CCCC(=O)c2ccccc2)c(OC)c1	-1	7	-13	0.0	0	0	-1.7	0
C[C@@H]1CN([C@H](C)CO)C(=O)c2cccc(NC(=O)C3CCCCC3)c2O[C@@H]1CN(C)Cc1ccc(C(=O)Nc2ccccc2N)cc1	1	-17	0	0.6	7	9	1.3	-7
COc1ccc(C2=NN(C3=NN=C(N)Cc4ncnn43)C(O)(C(F)(F)F)C2)cc1 (configuration not stated)	-1	nt	-5	0.2	-2	0	0.5	nt
CCOC(=O)CCn1nc(-c2ccc(C)cc2)c2ccccc2c1=O	4	nt	-2	0.1	2	0	1.5	nt
CC(=O)Nc1ccc(S(=O)(=O)N2CCN(S(=O)(=O)N3CCCCC3)CC2)cc1	7	nt	-8	0.1	3	-2	nt	nt
O=C(C[C@H]1CC[C@@H](NC(=O)CCN2CCCCC2)[C@H](CO)O1)NCc1ccc(Cl)c(Cl)c1	-5	-4	-8	-0.1	14	2	-0.3	3
CCn1nc(NC(=O)CC(C)C)c2cc3cccc(C)c3nc21	-3	0	-6	0.0	-16	1	0.3	1
COc1ccc(CCNC(=O)CSc2ccc(NC(C)=O)cc2)cc1OC	4	-6	-11	0.1	3	4	nt	3
COc1cccc(NC(=S)N2CCN(c3ccc([N+](=O)[O-])cc3)CC2)c1	-3	nt	-35	0.0	0	2	nt	nt
COc1ccc(S(=O)(=O)Nc2ccc3c(c2)C(=O)N([C@H](C)CO)C[C@@H](C)[C@@H](CN(C)CC2CCCCC2)OCCCC[C@H](C)O3)cc1	nt	0	nt	0.1	nt	nt	0.1	-27
CN(C)CCCNC(=O)C[C@@H]1CC[C@H]2[C@@H](COC[C@H](O)CN2S(=O)(=O)c2ccccc2)O1	-1	-4	3	0.0	5	6	0.1	-1
COCc1ccc(CN2CCCC(C(=O)Nc3ccc(-c4cscn4)cc3)C2)o1 (configuration not stated)	0	4	-16	0.0	-5	-9	nt	-8
Cc1ccccc1CCN(CC(=O)NC1CCCCC1)C(=O)c1csnn1	2	12	-14	0.0	-1	4	0.7	2
CCn1c(CNc2ccc(C)cc2)nnc1SCC(=O)NCc1ccccc1	4	2	-15	nt	-2	4	nt	2
CCN(CC)c1ccc(C(=O)NN)cc1	-3	nt	-40	0.0	2	2	6.6	nt
C[C@@H]1CCCCO[C@@H](CN(C)C(=O)NC2CCCCC2)[C@H](C)CN([C@@H](C)CO)C(=O)c2cc(NS(=O)(=O)c3cn(C)cn3)ccc2O1	-1	7	-11	-0.8	1	-5	0.5	2
COc1ccc(S(=O)(=O)Nc2cccc3c2O[C@@H](CN(C)C(=O)Nc2c(C)noc2C)[C@@H](C)CN([C@@H](C)CO)C3=O)cc1	8	-3	-3	-0.1	?	5	-6.5	12
CO[C@H]1CN(C)C(=O)c2cc(NC(=O)C3CCC3)ccc2OC[C@@H](C)N(C(=O)NC(C)C)C[C@H]1C	2	3	3	-0.6	-3	-3	-0.1	9
C[C@H]1CN([C@@H](C)CO)C(=O)c2cc(C#CC3(O)CCCC3)cnc2O[C@@H]1CN(C)Cc1ccccc1	2	-1	-1	0.5	-4	4	0.3	-1
CCn1c(=S)sc2c(=O)n(-c3ccccc3)c(=S)[nH]c21	3	nt	5	0.1	4	-2	1.2	nt
CCOc1ccccc1CNC(=O)Cn1ccc2cc(S(=O)(=O)N3CCCCCC3)ccc21	-5	-15	-27	0.2	-2	0	nt	-15
CCCNC(=O)[C@@H]1[C@@H](CO)[C@@H]2Cn3c(ccc(-c4ccc(F)cc4)c3=O)[C@H]1N2CCC	-1	0	0	0.1	1	4	-0.4	5
CCCC#Cc1ccc([C@H]2[C@@H](CO)N3CCCCN(CC4CC4)C[C@@H]23)cc1	-3	nt	13	nt	-1	20	nt	-1
O=C(C[C@H]1C[C@@H]2c3cc(NC(=O)C4CCC4)ccc3O[C@@H]2[C@H](CO)O1)NCCN1CCCCC1	1	-3	-22	0.1	-21	-2	-0.3	4
O=C(NCC(c1ccco1)N1CCOCC1)c1ccccc1 (configuration not stated)	-3	-3	2	-0.1	-1	2	-0.2	3
O=C1NC(Cc2ccc(O)cc2)c2nc3ccc(Br)cc3c(=O)n2-c2ccc(Cl)cc21 (configuration not stated)	-4	nt	-11	0.0	-3	-1	0.0	nt
CCCCn1c(SCC(=O)N(C)C2CCS(=O)(=O)C2)nc2cc(S(N)(=O)=O)ccc21 (configuration not stated)	-1	1	-13	-0.1	0	-8	0.2	-6
CCN(CC)CCNc1ccnc2cc(Cl)ccc12	-1	1	16	nt	4	5	nt	39
COc1ccc(C(=O)OCc2nc(N)nc(Nc3ccccc3C)n2)cc1OC	2	nt	-8	0.1	17	-6	1.2	nt
CC(C)C(=O)Nc1ccc(C(=O)Nc2nnc(C(C)C)s2)cc1	3	34	-11	0.4	-4	0	nt	3
CC(C)(C)c1ccc(Oc2ccc(N)cc2)cc1	-2	nt	-8	-0.1	1	?	1.1	-1
COCC(=O)Nc1ccc2c(c1)C(=O)N(C)C[C@H](OC)[C@H](C)CN(Cc1ccccn1)[C@H](C)CO2	-1	4	-18	0.1	0	0	0.1	-9
Next entries
SMILES	ERAP1 HTS inh	esBAF inh	RAD52 inh	XiGFP reactiv	S100A4 MyoIIA	ERp5 block	E-selectin induc	RAD54 inh
Cc1cc(C)nc(/N=C2\NC(=O)CC(C(=O)O)N2c2ccc(Cl)cc2Cl)n1 (configuration not stated)	-10	-2	-18	0.0	3	2	-0.3	nt
COc1cc(-c2noc(C)c2/C=C/c2ccc(N)cc2)cc(OC)c1OC	5	-15	6	0.0	-2	-1	-0.1	-2
O=C(c1ccco1)N1N=C(c2ccco2)CC1c1ccc(Cl)cc1Cl (configuration not stated)	-3	-1	-32	0.4	19	0	nt	1
COc1ccc(-n2c3c(cc(C(=O)N4CCC(C)CC4)c2=O)C(=O)CC(C)(C)C3)cc1	0	2	8	0.0	-5	0	-0.1	11
O=C(COC(=O)COc1ccc(Cl)cc1Cl)NC1CCS(=O)(=O)C1 (configuration not stated)	3	4	-4	1.3	-2	-2	-0.4	-11
N[C@@H](Cc1ccc(O)cc1)c1nnc([C@H](CC(=O)O)NC(=O)C2CCNCC2)o1	nt	-9	-16	0.1	-2	2	-0.1	-1
CS(=O)(=O)Nc1ccc2c(c1)[C@@H]1C[C@H](CC(=O)N3CCCCC3)O[C@@H](CO)[C@@H]1O2	nt	3	nt	0.2	nt	nt	0.0	-3
O=C(C1=C[C@H](C2CCCCC2)C[C@H](OCc2ccc(CO)cc2)O1)N1CCCC1	2	nt	-7	nt	28	-5	nt	nt
CN1C[C@H]2[C@@H](c3ccccc31)[C@@H](CO)N2C(=O)C1CCOCC1	-1	4	-9	0.0	6	-4	0.2	7
c1ccc(COc2cccc(-c3cc4nc(NCCCn5ccnc5)ccn4n3)c2)cc1	3	11	-37	0.1	-1	4	-0.5	-2
Cc1ccc(S(=O)(=O)N(C)C[C@H]2Oc3ccc(NC(=O)NC4CCCCC4)cc3CC(=O)N([C@@H](C)CO)C[C@@H]2C)cc1	-1	-3	5	0.1	1	-4	0.9	-8

Full records as entered above. Order of screens: ERAP1 HTS inh | esBAF inh | RAD52 inh | XiGFP reactiv | S100A4 MyoIIA | ERp5 block | E-selectin induc | RAD54 inh
`O=C(C1=C[C@H](C2CCCCC2)C[C@H](OCc2ccc(CO)cc2)O1)N1CCCC1` across the screens: 2 | nt | -7 | nt | 28 | -5 | nt | nt
`O=C(COC(=O)COc1ccc(Cl)cc1Cl)NC1CCS(=O)(=O)C1` (configuration not stated) across the screens: 3 | 4 | -4 | 1.3 | -2 | -2 | -0.4 | -11

Among those listed so far, seven contain a Cl atom:
SMILES	ERAP1 HTS inh	esBAF inh	RAD52 inh	XiGFP reactiv	S100A4 MyoIIA	ERp5 block	E-selectin induc	RAD54 inh
COc1ccc(CNC(=S)Nc2ccccc2)cc1Cl	1	3	-10	0.2	4	2	nt	2
O=C(C[C@H]1CC[C@@H](NC(=O)CCN2CCCCC2)[C@H](CO)O1)NCc1ccc(Cl)c(Cl)c1	-5	-4	-8	-0.1	14	2	-0.3	3
O=C1NC(Cc2ccc(O)cc2)c2nc3ccc(Br)cc3c(=O)n2-c2ccc(Cl)cc21 (configuration not stated)	-4	nt	-11	0.0	-3	-1	0.0	nt
CCN(CC)CCNc1ccnc2cc(Cl)ccc12	-1	1	16	nt	4	5	nt	39
Cc1cc(C)nc(/N=C2\NC(=O)CC(C(=O)O)N2c2ccc(Cl)cc2Cl)n1 (configuration not stated)	-10	-2	-18	0.0	3	2	-0.3	nt
O=C(c1ccco1)N1N=C(c2ccco2)CC1c1ccc(Cl)cc1Cl (configuration not stated)	-3	-1	-32	0.4	19	0	nt	1
O=C(COC(=O)COc1ccc(Cl)cc1Cl)NC1CCS(=O)(=O)C1 (configuration not stated)	3	4	-4	1.3	-2	-2	-0.4	-11

Compounds were not picked by outcome; any-hit rate near 2.5%.
